IDE cell activ: boosts human insulin-degrading enzyme activity in HEK cells; P14735; FAbeta-B cleavage, fluorescence polarization; 0% vehicle, 100% cell-free pure enzyme wells; activation, % at 5.96 µM; 340,000 compounds, 0.073% hits; AID 493087;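 active = activation above the mean of all tested compounds plus 3 SD, set per screening campaign, cut at about 17% in these data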
SUMO HTRF inh: blocks human SUMOylation mediated by UBC9; HTRF SUMOylation assay, SAE1/SAE2 + UBC9, in vitro; AID 2006; P63279; inhibition, % at 35 µM; 290,000 compounds, 0.36% hits; in the data active = inhibition above about 50%, passing the limit was not always enough; note: strong numbers were not always called active
Target sequence (P63279 whole entry, looked up): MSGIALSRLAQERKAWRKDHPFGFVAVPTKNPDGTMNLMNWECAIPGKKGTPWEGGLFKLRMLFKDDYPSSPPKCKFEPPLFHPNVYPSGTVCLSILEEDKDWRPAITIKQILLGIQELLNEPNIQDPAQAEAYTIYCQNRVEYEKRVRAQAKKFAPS
IMP-1 inhibitor: blocks Pseudomonas aeruginosa IMP-1 metallo-beta-lactamase; purified IMP-1, nitrocefin hydrolysis, epi-absorbance fluorescence; inhibition, % at 5.6 µM; 290,000 compounds, 0.45% hits;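 active = inhibition above the mean plus 3 SD of all compounds in the same screening run, cut at about 4.5% in these data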;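 note: 0% = IMP-1 with DMSO and 100% = DMSO wells lacking enzyme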
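System: purified IMP-1 / Input: IMP-1 dispensed at 0.2 nM / Medium: 50 mM HEPES pH 7.1, 50 µM ZnSO4, 0.05% Brij 35 / Timing: 15 min enzyme–compound preincubation, then 25 min nitrocefin reaction, 25 °C / Technique: plate fluorescence quenching by hydrolysis product, ex 480/em 530 nm / Repeats: singlicate testing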
NS3 helicase inh: HCV NS3 helicase inhibition | NS3 helicase DNA unwinding, Cy5 molecular beacon fluorescence | inhibition, % at 10.9 µM | 290,000 compounds, 0.56% hits | AID 1800;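 active = inhibition above the mean of all tested compounds plus 3 SD, set per campaign, cut at about 35% in these data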;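 note: 0% = DMSO wells and 100% = thioflavine S control wells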
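System: NS3 helicase fragment of HCV / Schedule: 1 h at 25 °C / Control set: DMSO alone as 0% and 110 µM thioflavine S as 100% / Reagent: Cy5/quencher beacon DNA duplex and ATP to start / Technique: Cy5 fluorescence / Replication: singlicate / Evaluation: % inhibition of end-to-start signal ratio versus controls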
VIM-2 inh: inhibitors of Pseudomonas aeruginosa VIM-2 metallo-beta-lactamase. 290,000 compounds, 0.89% hits. AID 1527. purified VIM-2, nitrocefin hydrolysis, epi-absorbance fluorescence. inhibition, % at 5.6 µM;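 active = inhibition above the mean of all tested compounds plus 3 SD, cutoff set per screening run, cut at about 7.5% in these data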;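 note: red hydrolysis product quenches plate fluorescence so inhibitors raise well fluorescence; 0% = enzyme with DMSO and 100% = DMSO without enzyme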
DNA FID counter: displaces DNA intercalator in HCV helicase counter-screen; DNA fluorescent intercalator displacement, fluorescence; inhibition, % at 7.9 µM; 290,000 compounds, 0.17% hits; AID 1845; in the data active = inhibition above about 37%;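 note: 0% = vehicle and 100% = reference compound; higher means more ethidium bromide displaced from hairpin DNA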
MEKK3 PB1 HTS: raises or lowers MEK5 binding to the human MEKK3 PB1 domain. bead-based flow cytometry, Alexa488-MEK5 binding to MEKK3; actives lie on both sides; 0 = blocked by unlabeled MEK5, 100 = vehicle. Q99759. binding response (% of control), % at 10 µM. 290,000 compounds, 1.4% hits. AID 1529;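 active = binding response more than 3 SD above or below the average of its plate-row segment, actives on both sides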;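 note: Alexa488 bead fluorescence after subtracting the streptavidin-only scavenger bead signal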
Target sequence (Q99759 whole entry, looked up, the tested form may be a part): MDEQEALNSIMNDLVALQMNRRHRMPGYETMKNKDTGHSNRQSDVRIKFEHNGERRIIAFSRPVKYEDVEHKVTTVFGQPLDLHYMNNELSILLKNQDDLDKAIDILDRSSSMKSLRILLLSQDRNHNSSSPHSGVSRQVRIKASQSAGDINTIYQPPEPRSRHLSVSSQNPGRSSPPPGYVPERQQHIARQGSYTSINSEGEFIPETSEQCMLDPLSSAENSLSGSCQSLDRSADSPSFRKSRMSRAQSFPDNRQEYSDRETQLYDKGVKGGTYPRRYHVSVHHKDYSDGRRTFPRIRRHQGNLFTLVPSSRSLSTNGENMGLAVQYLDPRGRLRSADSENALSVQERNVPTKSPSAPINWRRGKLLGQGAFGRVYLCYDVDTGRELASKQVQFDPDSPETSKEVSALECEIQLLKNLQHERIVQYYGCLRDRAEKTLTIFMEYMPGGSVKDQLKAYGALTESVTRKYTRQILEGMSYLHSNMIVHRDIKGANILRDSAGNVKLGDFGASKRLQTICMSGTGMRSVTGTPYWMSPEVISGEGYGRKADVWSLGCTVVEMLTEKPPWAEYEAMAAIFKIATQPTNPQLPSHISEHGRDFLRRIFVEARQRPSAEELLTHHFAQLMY
PHOSPHO1 inh: blocks human PHOSPHO1 phosphatase activity; inhibition, % at 13.3 µM; recombinant PHOSPHO1, absorbance phosphatase assay; Q8TCT1; AID 1565; 290,000 compounds, 1.1% hits; in the data active = inhibition above about 60%
p-CIP stab down: compounds decreasing mouse p/CIP protein stability; Q05BA5; F442A p/CIP-EGFP cells, EGFP fluorescence, 16 h; decrease of EGFP signal, % at 10 µM; 290,000 compounds, 0.01% hits;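 active = EGFP signal decrease of at least 30% at 10 µM or well 3 SD below plate mean, unless failing retest; inactive = the rest, including hits failing retest or dose response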; note: some compounds called inactive have numbers as strong as hits; many of its hits are not listed in these tables
The depositor's hits bear a star; · = no result given.

SMILES	IDE cell activ	SUMO HTRF inh	IMP-1 inhibitor	NS3 helicase inh	VIM-2 inh	DNA FID counter	MEKK3 PB1 HTS	PHOSPHO1 inh	p-CIP stab down
COc1ccc(C2/C=C\CN(S(=O)(=O)/C=C/c3ccccc3)[C@H](Cc3ccccc3)C(=O)N2Cc2ccc(F)cc2)cc1 (stereo partly specified)	·	10	·	·	·	·	111	9	4
O=C(N1CCCCC1)C12CC3CC(C1)CC(C(=O)N1CCCCC1)(C3)C2	-4	0	-2.6	-2	-1.7	-24	100	23	6
CCN(CC)CCOC(=O)c1ccc([N+](=O)[O-])cc1	0	23	-0.5	-4	0.5	2	89	28	-38
CC(C)CC(=O)N(c1nnc(-c2cccnc2)s1)C1CCCC1	0	0	-4.6	1	-3.4	-33	108	·	-2
CCCCC(=O)NC(Nc1nc(C2CC2)cs1)(C(=O)OCC)C(F)(F)F (stereo unspecified)	3	3	-2.5	-7	0.7	-7	94	37	-10
CC(C)(C)N1CC(C(=O)O)CC1=O (stereo unspecified)	7	-4	-2.5	-1	-5.3	8	106	31	-5
O=C(NCC1CCCO1)c1ccc2c(=O)n(Cc3ccco3)c(SCC(=O)N3CCCC3)nc2c1 (stereo unspecified)	2	23	-1.6	-2	-3.4	-13	101	6	-5
COc1ccccc1N1CCN(C(c2cccs2)C(C)NC(=O)c2cccnc2)CC1 (stereo unspecified)	-7	0	-3.1	-2	-1.1	-22	105	-18	-8
C/C(=N\NC(=O)C(N)=O)c1cccc(C(F)(F)F)c1	3	21	0.2	13	0.1	-8	96	7	-4
CCCCCCOC(=O)NCC(O)c1ccccc1 (stereo unspecified)	4	4	0.9	3	-1.0	-18	92	-10	-12
CCC(C)N=CC1=C(O)C(C(=O)OC)C(C)(C)CC1=O (stereo unspecified)	-3	36	-2.4	1	-4.8	-5	106	-7	-2
Cc1cc(C)cc(NC(=S)NC(=O)C2CC2)c1	2	10	-1.5	13	-2.0	-11	102	18	-5
CC(C)C(OC(=O)c1ccco1)C(=O)NCc1ccco1 (stereo unspecified)	2	8	-2.1	9	-0.7	-6	98	-9	1
CCOc1ccc(S(=O)(=O)Nc2ccc(Cl)cn2)c(C)c1C	-1	1	-5.3	4	-4.7	-19	96	-4	-3
COc1ccc(CCNS(=O)(=O)c2ccccc2)cc1OC	0	6	-1.0	-4	-5.0	-5	100	-14	5

The closing five compounds of the part before open the next one.
SMILES	IDE cell activ	SUMO HTRF inh	IMP-1 inhibitor	NS3 helicase inh	VIM-2 inh	DNA FID counter	MEKK3 PB1 HTS	PHOSPHO1 inh	p-CIP stab down
CCC(C)N=CC1=C(O)C(C(=O)OC)C(C)(C)CC1=O (stereo unspecified)	-3	36	-2.4	1	-4.8	-5	106	-7	-2
Cc1cc(C)cc(NC(=S)NC(=O)C2CC2)c1	2	10	-1.5	13	-2.0	-11	102	18	-5
CC(C)C(OC(=O)c1ccco1)C(=O)NCc1ccco1 (stereo unspecified)	2	8	-2.1	9	-0.7	-6	98	-9	1
CCOc1ccc(S(=O)(=O)Nc2ccc(Cl)cn2)c(C)c1C	-1	1	-5.3	4	-4.7	-19	96	-4	-3
COc1ccc(CCNS(=O)(=O)c2ccccc2)cc1OC	0	6	-1.0	-4	-5.0	-5	100	-14	5
Cn1c(=O)c2c(ncn2CC(=O)NCc2cccnc2)n(C)c1=O	4	-25	1.1	-2	-0.9	8	107	8	-8
O=C(/C=C/c1ccco1)Nc1ccc(N2CCCC2)cc1	-2	-6	-1.5	10	-1.0	-2	100	2	-8
CCN1CCN(Cc2ccc(NC(=O)Nc3ccccc3)cc2)CC1	5	22	-2.2	3	-3.5	8	112	5	-8
COCCNC(=O)c1cccc(OC2CCN(Cc3ccccc3OC(F)F)CC2)c1	5	9	-1.4	-1	-1.8	-3	102	·	8
N#CC(=C=[N-])c1nc2ccccc2nc1-[n+]1cccc(NC(=O)c2ccc(F)cc2)c1	·	35	-1.0	-10	-0.7	2	96	-8	-6
CCOC(=O)C1=C(C)N(c2ccc(Cl)cc2)C(=O)NC1c1cccc([N+](=O)[O-])c1 (stereo unspecified)	5	-14	-3.8	4	-2.3	-1	99	-6	-7
CC(=O)c1cccc(NC(=O)N2CCCC2C(=O)NCCc2ccccc2)c1 (stereo unspecified)	1	18	-1.3	-3	-1.3	-6	104	-20	-8
O=C(c1cc(-c2ccccc2O)on1)N1CCCC1	4	7	-2.1	-6	-2.5	-7	105	-11	-6
CCC(=O)N1CCN(c2cc(NCC3CCCO3)c(F)cc2[N+](=O)[O-])CC1 (stereo unspecified)	1	-4	-1.7	-1	-1.3	-12	96	-14	-2
CC(NC(=O)Cn1nc(C(F)(F)F)c2c1CCC2)c1ccccc1 (stereo unspecified)	-5	12	-2.0	-1	-2.7	-6	94	-1	-16
Cc1onc(-c2ccccc2)c1C(=O)NCc1ccccn1	4	5	-3.4	1	-2.7	-4	90	-18	6
CNC(=O)c1cccc(N2CCCC2=O)c1	0	8	-3.0	-7	-3.3	-2	105	1	11
Fc1cc(F)c(F)c(SCCc2ccncc2)c1F	4	-3	-2.3	-8	-3.7	-1	94	26	-8
Cn1c(=O)c2c(ncn2CC(=O)OCc2ccccc2)n(C)c1=O	-2	2	-1.9	-1	-3.9	-5	103	-9	9
Cc1[nH]c2ccccc2c1C(O)CN1CCN(c2cccc(C(F)(F)F)c2)CC1 (stereo unspecified)	7	-25	-2.0	-18	1.0	6	108	28	-1

Just MEKK3 PB1 HTS, SUMO HTRF inh and PHOSPHO1 inh, for some of the entries so far:
Molecule | MEKK3 PB1 HTS | SUMO HTRF inh | PHOSPHO1 inh
Cn1c(=O)c2c(ncn2CC(=O)OCc2ccccc2)n(C)c1=O | 103 | 2 | -9
O=C(/C=C/c1ccco1)Nc1ccc(N2CCCC2)cc1 | 100 | -6 | 2
COCCNC(=O)c1cccc(OC2CCN(Cc3ccccc3OC(F)F)CC2)c1 | 102 | 9 | ·
CCC(=O)N1CCN(c2cc(NCC3CCCO3)c(F)cc2[N+](=O)[O-])CC1 (stereo unspecified) | 96 | -4 | -14
Fc1cc(F)c(F)c(SCCc2ccncc2)c1F | 94 | -3 | 26
CNC(=O)c1cccc(N2CCCC2=O)c1 | 105 | 8 | 1
CC(NC(=O)Cn1nc(C(F)(F)F)c2c1CCC2)c1ccccc1 (stereo unspecified) | 94 | 12 | -1

The listing continues.
SMILES	IDE cell activ	SUMO HTRF inh	IMP-1 inhibitor	NS3 helicase inh	VIM-2 inh	DNA FID counter	MEKK3 PB1 HTS	PHOSPHO1 inh	p-CIP stab down
O=C(CSc1nc2ccccc2c(=O)[nH]1)Nc1ccccc1N1CCOCC1	3	6	-2.4	6	-3.9	4	104	28	-12
CCn1nnc(-c2ccccc2NC(=O)c2cc(OC)cc(OC)c2)n1	-1	-10	-0.1	1	0.4	-1	90	7	1
C=CCN(CC=C)C(=O)CCc1nnc(CCc2c[nH]c3ccccc23)o1	10	-4	-0.5	2	2.0	-26	101	50	-3
CCOc1ccccc1CNCCO	11	-56	-2.3	-12	-1.2	-1	104	-6	-18
COc1cc(NC(=O)C2CCCO2)c(C(=O)O)cc1OC (stereo unspecified)	3	-1	-3.0	-2	-1.1	1	101	1	-8
O=C(Cc1c(F)cccc1Cl)Nc1ccc(-n2cnnn2)cc1	0	2	-3.2	-15	-3.1	-1	104	16	-4
O=C1CN(C(=O)COc2ccccc2)CCN1	5	7	-0.8	2	-2.8	-2	94	-10	-4
O=C(COC(=O)Cc1ccc(Cl)cc1Cl)NCCC1=CCCCC1	8	-2	-2.7	-8	-0.4	-19	101	-5	-18
CC/C(C)=N/Nc1cccc([N+](=O)[O-])c1	2	-8	0.5	-1	2.8	7	98	-9	4
CCOC(=O)C1CCN(CC(O)COCc2ccccc2)CC1 (stereo unspecified)	5	23	0.9	0	0.0	-1	104	7	-11
O=C(Nc1cccc(C(F)(F)F)c1)C(Sc1cccc[n+]1[O-])c1ccccc1 (stereo unspecified)	0	3	-1.1	8	-2.1	-13	95	3	-6
O=C(NC1CCN(Cc2ccccc2)CC1)C1CCN(c2nnc(-n3cccc3)s2)CC1	0	-10	-1.7	-14	1.8	-2	112	-6	-10
O=[N+]([O-])c1cccc(S(=O)(=O)NCC2CCCO2)c1 (stereo unspecified)	-2	9	-2.4	-21	0.8	10	107	-1	3
CC(c1cccnc1)N(CCN(C)C)C(=O)Nc1ccc(Cl)c(Cl)c1 (stereo unspecified)	4	·	-6.2	3	-1.9	7	96	·	·
COCCOC1CCN(C(=O)C2CCC(=O)N(CCc3cccc(F)c3)C2)CC1 (stereo unspecified)	-4	13	-1.0	4	-3.2	-23	104	45	-14
COc1cccc(C2C(C#N)=C(N)N(N(C)C)C3=C2C(=O)CCC3)c1OC (stereo unspecified)	7	6	-2.0	8	-0.8	-9	106	38	-1
CCOC(=O)C(C(=O)NCC1CCCO1)C1CCCCC1 (stereo unspecified)	-1	-1	0.7	2	-1.9	0	103	-7	-5
COC(=O)c1cc2sccc2n1CC(=O)N(C)c1ccccc1	5	24	-1.8	-2	-4.6	-20	112	25	-16
CC(=O)c1cccc(OCc2cc(C(=O)NC(C)Cc3cccnc3)no2)c1 (stereo unspecified)	2	3	-3.1	4	-2.7	-23	104	21	-3
O=C(NCCCN1CCCC1=O)c1cn(-c2ccccc2)nc1-c1ccccc1	5	15	0.1	-5	-0.5	-28	103	28	3
Cc1cccc(CC2S/C(=N/c3cccc(C)n3)NC2=O)c1 (stereo unspecified)	-7	14	-4.3	-3	-2.1	-7	100	38	-2
COc1ccccc1NC(=O)c1ccc(COc2ccccc2OC)o1	6	21	-1.3	10	-3.0	-27	102	-18	3
O=C(NCc1ccc(F)cc1)C1CCCN(S(=O)(=O)c2cccc3nonc23)C1 (stereo unspecified)	0	6	-0.3	-8	0.1	-17	96	17	-11
COc1ccccc1OCCC(=O)OCC(=O)c1[nH]c(C)c(C(C)=O)c1C	6	12	-1.4	-4	-1.5	-10	98	32	-6
CCOC(=O)CON1C(=O)C(=O)N(OCC(=O)OCC)C2CCCCC21 (stereo unspecified)	0	19	-2.8	-8	-4.8	-1	110	17	-9

Source: PubChem (several laboratories)

Only part of the results is shown; rates above refer to the full screens.
